PI5P4K alpha inh: PI5P4K alpha (human) kinase inhibition | P48426 | PI5P4Kalpha enzyme, ADP-Glo luminescence, 60 min; stronger effect = lower value | max response, % | actives 1.2% (n = 330,000) | AID 652105; active means max response of -50% or lower; inconclusive means between -30% and -50%; inactive means -30% or higher; further: value at the top dose of about 77 µM; on the % scale 0 is the no-effect control and ±100 the full control effect
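ADP-Glo luminescence end-point read after a 60 min room-temperature kinase reaction of PI5P4Kalpha plus substrate, initiated with ATP at 5 microM final. Buffer: 0.038 M HEPES pH 7.4, EGTA, 0.1% CHAPS, 5% DMSO.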
PLK1 PBD block: inhibitors of human PLK1 polo-box domain binding; P53350; Plk1 PBD binding of FITC phosphopeptide, fluorescence polarization; Potency, µM, without a hit: max response, negative = inhibition, most hits filed as inhibitors; actives 2.8% (n = 360,000); AID 720504; further: potency means the concentration at half of the fitted maximal effect; series mostly up to about 57 µM; on the % scale 0 is the no-effect control and ±100 the full control effect; nearly all actives have a fitted effect of over 65% in size
HEK293 tox: cytotoxicity in counter-screen for GLP-1R inverse agonists | Potency, µM (highest dose often 38.3 µM), for the others: at the top dose activity change, negative = inhibition, hits mostly inhibitors | actives 0.13% (n = 410,000) | HEK293 cAMP-luciferase reporter cells, luminescence, 24 h;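 further: loss of luciferase light is scored as toxicity; potency means the concentration at half of the fitted maximal effect; on the % scale 0 is the no-effect control and ±100 the full control effect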
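Cells in DMEM/10% Nu serum/1% pen-strep, 1536-well format. Pre-incubated 12 h, dosed with 23 nL compound, incubated a further 24 h. Luciferase detection, 12 min at room temp, luminescence.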
GLP-1R inv ag: acts as inverse agonist at human GLP-1 receptor; HEK293 GLP-1R CRE-luciferase, luminescence, 24 h; GLP-1R form is constitutively active; Potency, µM (top dose mostly 38.3 µM), for inactives: top-dose activity change, negative = inhibition, most hits filed as inhibitors; AID 624417; actives 1.6% (n = 410,000); further: potency means the concentration at half of the fitted maximal effect; on the % scale 0 is the no-effect control and ±100 the full control effect; nearly all actives have a fitted effect of over 55% in size
Target sequence (P43220 whole entry, looked up): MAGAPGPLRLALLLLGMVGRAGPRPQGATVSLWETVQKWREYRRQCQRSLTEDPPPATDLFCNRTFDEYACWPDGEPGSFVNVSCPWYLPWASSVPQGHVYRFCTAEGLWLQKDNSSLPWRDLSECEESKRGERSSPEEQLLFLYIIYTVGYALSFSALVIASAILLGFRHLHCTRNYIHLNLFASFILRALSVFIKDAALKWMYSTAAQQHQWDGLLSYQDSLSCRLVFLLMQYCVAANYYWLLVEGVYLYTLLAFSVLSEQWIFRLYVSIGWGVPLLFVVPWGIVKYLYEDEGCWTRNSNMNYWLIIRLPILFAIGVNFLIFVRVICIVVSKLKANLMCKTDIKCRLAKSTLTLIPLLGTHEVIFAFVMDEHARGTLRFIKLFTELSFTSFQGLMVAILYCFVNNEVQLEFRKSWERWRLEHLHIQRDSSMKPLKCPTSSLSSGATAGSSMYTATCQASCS
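Cells are plated, allowed 12 hours at 37 deg C, then treated with compounds for 24 hr before luciferase detection reagent is added and luminescence is read after 12 min at room temperature. The HEK293 line carries constitutively active GLP-1R with a cAMP-responsive reporter.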
IL2 activator: activates IL-2 in a cell-based reporter assay | actives 0.065% (n = 360,000) | activation, % (series mostly up to about 46 µM) | IL-2 activation reporter assay, cell-based qHTS; stimulated with anti-CD3/CD4/CD28 beads; in transgenic mouse T cells; in the data active means activation above about 50%; inconclusive means mostly about 30% to 49%; further: 0% is about no effect
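First, unstimulated transgenic mouse T cells were exposed to compound for 60 min. Next, anti-CD3/anti-CD4-coated beads with anti-CD28 were added. Finally, after 18 h at 37 degrees C, EGFP and DsRed were imaged.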
EPAC1 antagonist: EPAC1 (human) antagonism; O95398; EPAC1 GEF assay, Rap1b-BODIPY-GDP exchange fluorescence; Potency, µM (series often up to 115 µM), for the others: at the highest dose activity change, negative = inhibition, hits mostly inhibitors; actives 0.14% (n = 360,000); AID 720709;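 further: potency means the concentration at half of the fitted maximal effect; plate controls were vehicle for no effect and positive control for full effect; nearly all actives have a fitted effect of over 50% in size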
PTHR1 ag: agonists of human PTHR1 parathyroid hormone receptor; Q03431; HEK293 GP2 PTHR1 cells, GloSensor cAMP luminescence, 1 h; Potency, µM (top dose mostly 115 µM), for the others: top-dose activation, actives largely listed as activators; actives 0.075% (n = 410,000); AID 743266; further: potency means the concentration at half of the fitted maximal effect; nearly all actives have a fitted effect of over 55% in size; some results filed as inactive show a strong effect at the top dose; inactives centre near -15; many of its hits are not listed in these tables
Target sequence (Q03431 whole entry, looked up): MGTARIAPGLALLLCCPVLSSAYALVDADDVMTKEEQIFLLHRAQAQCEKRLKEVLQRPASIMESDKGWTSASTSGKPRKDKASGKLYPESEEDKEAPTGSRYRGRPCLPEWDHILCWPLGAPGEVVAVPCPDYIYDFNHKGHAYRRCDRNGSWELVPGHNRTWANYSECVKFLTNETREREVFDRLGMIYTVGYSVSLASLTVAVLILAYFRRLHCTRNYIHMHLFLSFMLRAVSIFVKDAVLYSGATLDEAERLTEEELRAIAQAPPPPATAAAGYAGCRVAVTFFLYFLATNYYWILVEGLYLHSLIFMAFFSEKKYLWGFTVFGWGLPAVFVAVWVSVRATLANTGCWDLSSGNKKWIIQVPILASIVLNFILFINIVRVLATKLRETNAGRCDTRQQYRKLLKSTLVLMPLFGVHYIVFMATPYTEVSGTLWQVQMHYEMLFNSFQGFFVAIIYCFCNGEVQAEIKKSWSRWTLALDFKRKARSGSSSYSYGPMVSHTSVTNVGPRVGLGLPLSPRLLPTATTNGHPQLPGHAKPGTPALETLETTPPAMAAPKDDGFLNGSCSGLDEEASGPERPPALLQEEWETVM
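HEK-293-derived GP2 cells expressing PTHR1 and a GloSensor cAMP reporter, 3,000/well, plated overnight, given luciferin plus IBMX (each 0.5 mM as added) for 1 h at 37 °C, then compound for 1 h at 37 °C. Luminescence was read after 15 min at room temperature.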
GLP-1R agonist: activates the human GLP-1 receptor | Potency, µM (top dose mostly 45.6 µM), inactives show at the top dose activation, most hits filed as activators | HEK293 GLP-1R CRE-luciferase, luminescence, 4-6 h; cells express a hypersensitive GLP-1R form | P43220 | actives 0.007% (n = 380,000); further: potency means the concentration at half of the fitted maximal effect; % of control where 0% means no effect
EPAC1 agonist: agonists of human EPAC1 | O95398 | EPAC1 agonist qHTS, biochemical assay; response scale: 100% = response to 6.5 mM cAMP | Potency, µM (top dose mostly 154 µM), for the others: top-dose activation, hits mostly activators | actives 0.073% (n = 360,000) | AID 720707; further: potency means the concentration at half of the fitted maximal effect; nearly all actives have a fitted effect of over 60% in size
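Read-out is the fluorescence drop as BODIPY-GDP leaves Rap1B (480 nm excitation, 540 nm emission), recorded every 5 minutes over 30 minutes. Reactions held 100 nM EPAC1, 250 nM Rap1B–BODIPY-GDP and 50 uM GDP, with 6.5 mM cAMP setting full activation.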
An asterisk follows results filed as active; i = inactive; u = inconclusive; x = not tested or not shown; & = joins results of further samples; [ ] = remark or other dose. Unless noted, the call rests on the fitted dose curve; in most records, active means well fitted curve in the direction sought with a large enough effect; inconclusive means small, poorly fitted or top-dose-only effect, or another doubt; inactive means no such curve, though single readings can be large; an effect the other way counts as inactive or inconclusive. An excerpt; count on the stated rates, not on these rows.

SMILES | PI5P4K alpha inh | PLK1 PBD block | HEK293 tox | GLP-1R inv ag | IL2 activator | EPAC1 antagonist | PTHR1 ag | GLP-1R agonist | EPAC1 agonist
Cc1ccc(Nc2c3c(nc4ccccc24)CCC3)cc1 | -2 | -4% | -10% | 5.6µM* | -7.7 | 9% | -36%[inhibitor] | 6% | 6%
Cc1csc(=O)n1CCC(=O)OCC(=O)N(CC(C)C)c1c(N)n(Cc2ccccc2)c(=O)[nH]c1=O | -6 | -11% | 9% | 13% | -2.3 | -5% | 13% | -5% | -20%
Cc1cccc(NC(=O)c2cc(S(=O)(=O)NCc3ccco3)ccc2F)c1C | x | -6% | -9% | 0% | 1.7 | -9% | i | -1% | 1%
NC(=O)C1CCN(C(=O)CN(c2cccc(Cl)c2)S(=O)(=O)c2ccccc2)CC1 | -2 | 2% | 4% | 2% | 8.3 | 14% | i | 3% | 0%
CN(C)S(=O)(=O)c1ccc(NC(=O)CSc2n[nH]c(=O)n2C2CC2)cc1 | 4 | -10% | 0% | -9% | -2.6 | u | i | -2% | -4%
COc1ccc(NC(=O)C(=O)NCCC2CCCCN2S(=O)(=O)c2ccc(F)cc2)cc1 (stereo not given) | -2 | -28% | -25% | u | -4.1 | u | -18% | 2% | -12%
CCOC(=O)c1ccccc1NC(=O)N1CCn2c(C)ccc2C1CC (stereo not given) | -3 | -2% | 15% | -10% | 0.6 | 12% | i | 5% | 1%
COc1ccc(CN2CCN(CCCCOc3ccc(Cl)cc3)CC2)c(OC)c1OC | 5 | -8% | -25% | 7.9µM* | -3.2 | -11% | -22% | 3% | -3%
COc1cccc(Cn2c(=O)c3[nH]cnc3n(-c3ccccc3C)c2=O)c1 | -5 | -5% | -18% | 78%[activator] | 0.4 | -2% | i | 27% | 7%
CCOC(=O)N1CCN(C(=O)C2CC(c3ccc(F)cc3)=NO2)CC1 (stereo not given) | 1 | -13% | 1% | -5% | 0.2 | 5% | i | -2% | 1%
CC1=NN(C(N)=S)C(=O)C1N=Nc1ccccc1C(=O)O (stereo not given) | -3 | -7% | 16% | 15% | 0.4 | 3% | -19% | -1% | 0%
CCOC(=O)N1CCC(NC(=O)c2cc(C(=O)NCC(OC)OC)ccc2CO)CC1 | x | -8% | -2% | -6% | -0.1 | -1% | -4%[57.5 µM] | -4% | 5%
C#CCOCCOCCOCCNc1nc(N2CCN(C(=O)[C@H](CCCCN)n3cc(CCC(=O)O)nn3)CC2)nc(N2CCN(C(=O)[C@H](CCCCN)n3cc(CC(C)O)nn3)CC2)n1 (stereo not given in full) | 2 | -4% | 1% | 10% | -0.1 | 11% | i | -2% | -19%
COc1ccc(/C=N/NC(=O)c2ccc(=O)n(C)c2)cc1OC | 1 | -6% | -1% | 69%[activator] | -1.2 | -14% | i | 7% | 2%
CN1CCN(C(=O)CCCN2C(=O)/C(=C/c3ccc(Cl)cc3)SC2=S)CC1 | 0 | 0% | u | 10µM* | 0.0 | 8% | -18% | -2% | -1%
O=C1C2C3CCC(C3)C2C(=O)N1c1ccc2ccccc2c1 (stereo not given) | 3 | -3% | -7% | -29% | 1.6 | -14% | -17% | -2% | 10%
CC(C)(C)c1ccc(NC(=O)c2cc(C3CCCN(C(=O)CCc4ccccc4)C3)on2)cc1 (stereo not given) | 6 | -2% | 6% | u | -0.6 | -8% | -45%[inhibitor] | -4% | -12%
O=C1NC(=S)N/C1=C/c1cccn1-c1ccc([N+](=O)[O-])cc1 | -55* | -12% | u | 9% | -0.6 | u | -5% | 16% | 4%
CCOC(=O)c1c(C2COc3ccccc3O2)csc1NC(=O)c1ccccc1 (stereo not given) | x | -2% | 4% | -7% | 0.3 | -14% | i | -4% | 0%
CC1(C)CC(NCc2ccncc2)CC(C)(C)N1 | 1 | -11% | 10% | -3% | -5.1 | -21% | -21% | -1% | 2%
CCOC(=O)N1CCN(S(=O)(=O)c2ccc(OC)c(C(=O)N3CCCCC3)c2)CC1 | 2 | -1% | -5% | 22% | 2.3 | 4% | -19% | 7% | 7%
COc1ccc(-n2cnnc2SCC(=O)Nc2ccccc2F)cc1 | -2 | 4% | -15% | 18% | 1.6 | -17% | i | -1% | 2%
COc1ccccc1N(C(=O)c1snc(C(N)=O)c1N)C(C(=O)NC1CCCC1)c1ccc2ncccc2c1 (stereo not given) | 1 | -3% | -4% | 14% | 0.5 | 3% | i | 10% | 11%
C/C(=N\NC(=O)c1ccccc1)c1ccc(N2CCOCC2)cc1 | 7 | 1% | -6% | 9% | 0.4 | 0% | i | -2% | 0%
CC(=O)NC(CC(=O)Nc1cccc(S(=O)(=O)N2CCCC2)c1)c1ccccc1 (stereo not given) | 4 | -2% | 3% | 19% | -3.1 | 4% | i | 7% | 6%
CCCCn1c(SCC(=O)c2ccc(OC)cc2OC)nc2cc(S(N)(=O)=O)ccc21 | -54* | -12% | -3% | 0% | 1.4 | u | -68%[inhibitor] | 2% | -4%
COCCN1C(=O)N[C@@H](c2cccc(C(F)(F)F)c2)[C@H](C(=O)OC)[C@H]1C | 8 | -13% | 0% | 13% | -4.3 | 3% | -23% | -2% | -4%
COc1ccc(N2CSC3=C(C#N)C(c4cccs4)CC(=O)N3C2)cc1 (stereo not given) | x | -13% | 6% | 24% | -4.0 | 6% | -9% | -5% | 11%
O=C(Cc1ccc(Cl)cc1)N/N=C1\CCCc2ccccc21 | x | -3% | 1% | 0% | -1.7 | 1% | i | 9% | 2%
O=C1c2ccccc2C(=O)N1CCn1nc(Cl)nc1Cl | 1 | -7% | 1% | 2% | -0.4 | -27% | -11%[57.5 µM] | -1% | 8%
CC1=C(C(=O)OCCOC(C)C)C(c2cccnc2)C2=C(CCCC2=O)N1 (stereo not given) | -7 | -1% | 24% | 7% | -0.1 | 5% | i | 15% | -5%
Cc1cc(C)nc(SCC(=O)Nc2ccc(N3CCOCC3)cc2)n1 | x | -4% | 4% | 16% | -2.7 | 9% | -14% | 1% | -2%
CCOC(=O)C1=C(CS(=O)(=O)c2ccc(C(C)(C)C)cc2)NC(=O)NC1c1cccc(OC)c1 (stereo not given) | x | x | -6% | u | x | x | i | 0% | x
CCOC(=O)c1[nH]c(C)c(C(=O)Nc2ccc(C)c(F)c2)c1C | x | -2% | -27% | -4% | -2.4 | 14% | -4% | -1% | 0%
Cc1cccc(CC(=O)NCCS(=O)(=O)N2CCN(c3ccccc3)CC2)c1 | 3 | -14% | -7% | -2% | -2.1 | -7% | -56%[inhibitor] | 3% | 6%
COc1ccc(NC2CCCN(C(=O)COc3ccc(C(C)=O)cc3)C2)cc1 (stereo not given) | 1 | 7% | -17% | -13% | 2.1 | 3% | i | -2% | -1%
COc1cc(/C=N/NS(=O)(=O)c2ccc(C)cc2)ccc1OCc1cccc(C(=O)O)c1 | 1 | -17% | -1% | 3.2µM* | 1.5 | -3% | -33% | -3% | 2%
CCCCN1C(=O)C(=O)N(CC(=O)c2ccc3c(c2)CCCC3)C1=O | 3 | -10% | 2% | 6% | 1.3 | -5% | -95%[inhibitor] | -7% | 7%
COCCn1nc2cc(C(=O)NCC34CC5CC(CC(C5)C3)C4)ccc2c1OC | 0 | -5% | 0% | 0% | -3.1 | -6% | i | -1% | -7%
CC(=O)Nc1cccc(N2CCCC2=O)c1 | x | -3% | -6% | 5% | -1.7 | 0% | i | -4% | 4%

Taken from above.
Entry of CC1=C(C(=O)OCCOC(C)C)C(c2cccnc2)C2=C(CCCC2=O)N1 (stereo not given) in GLP-1R agonist: 15%
Entry of C/C(=N\NC(=O)c1ccccc1)c1ccc(N2CCOCC2)cc1 in GLP-1R agonist: -2%

The listing continues:
SMILES | PI5P4K alpha inh | PLK1 PBD block | HEK293 tox | GLP-1R inv ag | IL2 activator | EPAC1 antagonist | PTHR1 ag | GLP-1R agonist | EPAC1 agonist
COc1ccc2c(c1)C(c1ccccc1)NC(=O)C2 (stereo not given) | -5 | -16% | 15% | 8% | 0.0 | -27% | -20% | -4% | 0%
COc1cccc(-c2cc(C(=O)Nc3c(C)nn(Cc4ccccc4C)c3C)no2)c1 | x | 1% | 4% | u | -0.2 | 8% | -6% | 10% | -10%
CN(CCS(=O)(=O)c1ccc(Cl)cc1)Cc1cccnc1 | 0 | 3% | -22% | -19% | 2.2 | 10% | -7% | 7% | -1%
Cc1ccc(C(=O)c2ccccc2C(=O)O)c(O)c1 | x | -2% | 3% | 3% | 1.2 | -4% | i | -2% | 1%
COc1ccc(OC)c(NC(=O)C(=O)/C=C(\O)c2cc(OC)ccc2OC)c1 | -3 | -4% | -7% | -19% | -2.5 | 7% | -16% | 3% | 1%
COc1cc(NS(=O)(=O)c2ccc(NC(=S)NC(=O)c3ccco3)cc2)nc(OC)n1 | 5 | -7% | 4% | 20% | -2.9 | 0% | i | -4% | 5%
Cc1cccc(OCC(=O)N(Cc2ccc(N(C)C)cc2)C2CCS(=O)(=O)C2)c1 (stereo not given) | -1 | -20% | 1% | -29% | 0.2 | -2% | -1% | 7% | 4%
Cc1ccc(NC(=O)COC(=O)c2ccc(F)cc2Cl)c(Br)c1 | 16 | 3% | -7% | -5% | -0.8 | 3% | -23% | 19% | -13%
COc1ccccc1OCCNC(=O)CCC(=O)N1CCOCC1 | 0 | 1% | 6% | 9% | -4.2 | -11% | -18% | -6% | -8%
C=CCc1ccccc1OCC(O)CNC(C)C (stereo not given) | 7 | -8% | -27% | -13% | 0.0 | -7% | -41%[inhibitor] | -5%&-6% | -20%
Cc1ccc(O)c(-n2nc3ccccc3n2)c1 | 2 | -10% | 2% | 35%[activator] | 0.0 | -11% | -66%[inhibitor] | 29%&5% | -1%
Cn1c(N)c(C(=O)COC(=O)C2(c3ccc(Cl)cc3)CCCC2)c(=O)n(C)c1=O | -30 | 3µM* | -4% | u | -2.4 | 5% | -6% | 0% | -5%
